GSH fluor = GSH bead compound fluorescence profile. GSH beads flow cytometry, compound fluorescence 488/530 nm; stronger effect = higher value. fluorescence (KMESF) at 10 µM. AID 1776. 190,000 compounds, 0.25% hits; in the data active = fluorescence above about 89;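 note: glutathione beads carrying GST-tagged Bcl family fusion proteins plus one bare bead set; values are compound well signal with DMSO vehicle wells as background; inactives centre near 16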
ABCB1 inh = human ABCB1 inhibition, ABCG2 as counter-screen; inhibition, % at 6.6 µM; 190,000 compounds, 0.067% hits; CCRF-Adr cells, JC-1 efflux, flow cytometry; in the data active = inhibition above about 40%;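 note: 0% = vehicle and 100% = reference inhibitor; higher value means more JC-1 retained so stronger ABCB1 efflux block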
Bim-Mcl-1 = disrupts Bim peptide binding to human Mcl-1 | Bead-based flow cytometry, Bim peptide-Mcl-1 binding | inhibition, % at 10 µM | Q07820 | 190,000 compounds, 0.1% hits; in the data active = inhibition above about 40%;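 note: 0% = no compound tracer wells and 100% = peptide blocker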
Mcl1 Bid PPI = disrupts binding of human Mcl-1 to Bid peptide. Q07820. TR-FRET Mcl-1/Bid-Dy647 peptide binding, 1536-well. inhibition, % at 21.7 µM. 220,000 compounds, 0.97% hits. AID 1021;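 active = compounds that cut the binding signal by more than half at the single screening dose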;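 note: His-tagged Mcl-1 with europium anti-His antibody binding Bid BH3 peptide; 0% = Mcl-1 plus peptide wells and 100% = peptide-only wells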
RGS7-Gao = modulates binding of RGS7 to human Galphao | P09471 | Multiplexed bead flow cytometry; actives lie on both sides | binding response (% of control), % at 10 µM | 220,000 compounds, 0.35% hits; in the data active = binding response below about 49% or above about 150%; inconclusive = no clear call, values can overlap the other calls; inactive = in between;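 note: fluorescent Galphao held in activated GDP-AlF4 state binding bead-coupled RGS7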
Target sequence (P09471 whole entry, looked up): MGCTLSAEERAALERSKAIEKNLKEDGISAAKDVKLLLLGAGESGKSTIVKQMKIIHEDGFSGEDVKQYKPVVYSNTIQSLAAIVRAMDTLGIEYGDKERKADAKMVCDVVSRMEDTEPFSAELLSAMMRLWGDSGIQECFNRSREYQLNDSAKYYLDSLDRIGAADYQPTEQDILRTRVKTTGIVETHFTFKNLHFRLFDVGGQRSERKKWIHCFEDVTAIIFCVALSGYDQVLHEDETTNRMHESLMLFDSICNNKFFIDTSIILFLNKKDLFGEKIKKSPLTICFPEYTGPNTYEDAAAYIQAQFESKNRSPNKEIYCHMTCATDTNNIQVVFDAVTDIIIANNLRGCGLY
Mcl1 Noxa PPI = Mcl-1/Noxa interaction inhibition; Q07820; AID 1022; 220,000 compounds, 1.5% hits; inhibition, % at 21.7 µM; TR-FRET Mcl-1/Noxa peptide binding, 2 h;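 active = compounds that cut the protein-peptide binding signal by more than 50% relative to plate controls in a single-dose test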;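 note: His-tagged Mcl-1 with rhodamine Noxa BH3 peptide and terbium anti-His antibody; 0% = Mcl-1 plus Noxa peptide wells and 100% = peptide-only wells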
Avidin bead fluor = avidin bead compound fluorescence profile; Avidin beads, compound fluorescence 488/530 nm, flow cytometry; stronger effect = higher value; fluorescence (KMESF) at 10 µM; 220,000 compounds, 0.38% hits; AID 1775; in the data active = fluorescence above about 47; note: inactives centre near 10
Pf gamet viab = kills late stage P. falciparum gametocytes | P. falciparum stage V gametocytes, ATP luminescence, 24 h | inhibition, % at 10.9 µM | 150,000 compounds, 0.065% hits | AID 743093;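 active = inhibition above the mean plus 3 SD of compounds within the control limits, set per campaign, cut at about 38% in these data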;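 note: 0% = DMSO wells and 100% = medium only without gametocytes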
RGS8-Gao reg = human RGS8-Galphao interaction regulation; multiplexed bead flow cytometry, RGS8-Galphao binding; actives lie on both sides; P09471; AID 1423; response (percent of control binding), % at 10 µM; 220,000 compounds, 0.34% hits; in the data active = response below about 60% or above about 140%; inactive = in between;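 note: Galphao activated as the GDP aluminium fluoride complex binding bead-coupled RGS8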
ABCG2 inh = blocks JC-1 efflux by human ABCG2 transporter. Q9UNQ0. IgMXP3 cells, flow cytometry. inhibition, % at 6.6 µM. 190,000 compounds, 0.1% hits. AID 1325;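 active = inhibition above 80%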;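 note: 0% = DMSO and 100% = nicardipine control wells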
Target sequence (Q9UNQ0 whole entry, looked up): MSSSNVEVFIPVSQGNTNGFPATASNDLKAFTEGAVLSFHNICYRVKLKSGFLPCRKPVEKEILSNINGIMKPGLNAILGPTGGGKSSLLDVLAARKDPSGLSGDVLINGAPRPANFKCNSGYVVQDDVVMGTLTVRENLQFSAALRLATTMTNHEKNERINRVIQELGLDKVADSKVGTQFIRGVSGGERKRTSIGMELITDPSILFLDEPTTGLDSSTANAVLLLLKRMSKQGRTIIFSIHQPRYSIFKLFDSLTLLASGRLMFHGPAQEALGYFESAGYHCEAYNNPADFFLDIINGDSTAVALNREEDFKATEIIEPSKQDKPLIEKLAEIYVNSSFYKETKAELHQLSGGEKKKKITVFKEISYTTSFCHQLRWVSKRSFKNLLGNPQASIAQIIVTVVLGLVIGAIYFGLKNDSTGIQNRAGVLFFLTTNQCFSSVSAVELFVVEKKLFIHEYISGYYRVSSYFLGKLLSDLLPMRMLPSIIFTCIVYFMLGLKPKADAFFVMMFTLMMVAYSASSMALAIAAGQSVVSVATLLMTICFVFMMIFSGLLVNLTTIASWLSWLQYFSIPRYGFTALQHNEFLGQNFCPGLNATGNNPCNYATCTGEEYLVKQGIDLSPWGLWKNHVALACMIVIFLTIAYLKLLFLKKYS
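Assay system – ABCG2 IgMXP3 and barcoded ABCB1 CCRF-Adr cell mix · Input – 3 million cells/mL in well · Reagent – JC-1 fluorescent substrate · Compound – single test compound dose, 6.6 µM final · Timing – 10 min exposure at 25 °C with rotation, no wash · Detection – flow cytometry of retained JC-1 fluorescence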
RGS4-Gao reg = human RGS4-Galphao interaction regulation; 220,000 compounds, 0.33% hits; P09471; Multiplexed bead flow cytometry, RGS4-Galphao binding; actives lie on both sides; binding response (% of control), % at 10 µM; in the data active = binding response below about 49% or above about 150%; inactive = in between;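 note: fluorescent Galphao activated with aluminum fluoride binding bead-coupled RGS4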
* hit, by the source's call; ? = inconclusive; . = no result given.

entry	compound	Pf gamet viab	Bim-Mcl-1	ABCG2 inh	RGS7-Gao	Avidin bead fluor	RGS8-Gao reg	RGS4-Gao reg	GSH fluor	Mcl1 Noxa PPI	Mcl1 Bid PPI	ABCB1 inh
1	O=C1C2C3C=CC(c4ccccc4)(C2C(=O)N1c1cccc(Cl)c1)C1C(=O)N(c2cccc(Cl)c2)C(=O)C31 (stereo unspecified)	.	-6	6	113	13	118	112	10	0	-1	0.1
2	Cc1ccc([N+](=O)[O-])c2c1C(N1CCCCC1)C(C)(C)O2 (stereo unspecified)	4	0	3	?	10	102	105	16	14	-61	0.1
3	CCc1nc(SCC(=O)NCc2ccco2)c2c(=O)n(C)c(=O)n(C)c2n1	.	-1	3	95	6	104	100	18	10	-30	-0.5
4	Cc1cc(=O)c2ccccc2n1Cc1ccccc1	.	0	24	?	9	101	101	16	-5	-26	0.1
5	COc1cc(NC(=O)CSc2nc3ccccc3c(=O)n2C)ccc1NC(=O)c1ccco1	-13	1	4	100	5	103	96	13	35	29	0.9
6	Cc1ccc(-c2[nH]n3c(=O)c4c(nc3c2C)CCCC4)cc1	14	-1	2	100	37	99	99	13	8	-29	0.3
7	O=C(NCCCN1CCCC1=O)c1cccc(C(F)(F)F)c1	.	-2	1	97	14	97	100	36	2	-11	0.3
8	COC(=O)c1ccccc1NC(=O)C(=O)NCC1CCCO1 (stereo unspecified)	3	-2	10	103	12	97	100	12	18	-16	-0.1

5 compounds from above, showing only ABCB1 inh, GSH fluor and Mcl1 Noxa PPI:
| no. | Structure | ABCB1 inh | GSH fluor | Mcl1 Noxa PPI |
| --- | --- | --- | --- | --- |
| 1 | O=C1C2C3C=CC(c4ccccc4)(C2C(=O)N1c1cccc(Cl)c1)C1C(=O)N(c2cccc(Cl)c2)C(=O)C31 (stereo unspecified) | 0.1 | 10 | 0 |
| 2 | Cc1ccc([N+](=O)[O-])c2c1C(N1CCCCC1)C(C)(C)O2 (stereo unspecified) | 0.1 | 16 | 14 |
| 3 | CCc1nc(SCC(=O)NCc2ccco2)c2c(=O)n(C)c(=O)n(C)c2n1 | -0.5 | 18 | 10 |
| 4 | Cc1cc(=O)c2ccccc2n1Cc1ccccc1 | 0.1 | 16 | -5 |
| 5 | COc1cc(NC(=O)CSc2nc3ccccc3c(=O)n2C)ccc1NC(=O)c1ccco1 | 0.9 | 13 | 35 |

(more compounds)
entry	compound	Pf gamet viab	Bim-Mcl-1	ABCG2 inh	RGS7-Gao	Avidin bead fluor	RGS8-Gao reg	RGS4-Gao reg	GSH fluor	Mcl1 Noxa PPI	Mcl1 Bid PPI	ABCB1 inh
9	COC(=O)c1c(C)nc(C)c(C(=O)OC)c1-c1ccc(OC)cc1	-4	.	.	?	3	102	104	.	14	0	.
10	CC(=O)c1ccc(N2CCN(C(=O)Nc3ccc(F)cc3F)CC2)cc1	5	0	17	97	12	99	106	72	4	-2	1.4
11	CC(=O)c1ccc(NC(=O)c2ccc(S(=O)(=O)N3CCCC3)cc2)cc1	.	0	24	102	32	101	101	18	11	-8	0.8
12	Cc1ccc(C)c(Nc2ncnc3nc[nH]c23)c1	.	-6	4	104	8	102	105	13	-1	-20	0.4
13	O=C(/C=C/Nc1ccc(F)c(F)c1)c1cccs1	-13	-3	46	103	39	99	101	11	8	-24	0.5
14	Cc1[nH]n(-c2ncc(-c3ccccc3)s2)c(=O)c1C(c1ccc(Cl)cc1)C(C#N)C#N (stereo unspecified)	15	0	-4	98	7	97	98	14	81*	18	-0.9
15	NC(C(=O)O)C1CC(Cl)=NO1 (stereo unspecified)	.	-6	0	100	11	102	101	23	-7	-5	0.1
16	O=C(CN(C1CCCCC1)S(=O)(=O)c1ccc(Cl)cc1)NCCCO	.	-1	5	99	26	102	102	20	4	-14	0.5
17	CCCc1[nH]c(=O)c(C#N)c2c1CCCC2	1	0	0	104	36	103	105	15	33	4	0.1
18	O=C(CN(Cc1ccccc1)S(=O)(=O)c1ccccc1)N/N=C/c1ccc2c(c1)OCO2	-4	0	3	103	4	105	104	19	6	-10	0.6
19	COc1ccc(N2C(S)=C(C#N)C(=O)NC2c2ccco2)cc1 (stereo unspecified)	7	-4	-1	102	6	101	99	11	2	-65	-0.3
20	COc1ccc(-c2nc(SCc3ccccc3)n(S(C)(=O)=O)n2)cc1	-33	-3	13	99	12	102	101	26	-4	-13	-0.1
21	N#Cc1c(N)nc(-c2ccccc2)nc1-c1ccccc1	.	0	3	99	6	101	99	44	5	-6	0.4
22	Cc1cccc(N/N=C(\C#N)S(=O)(=O)C(C)(C)C)c1	6	2	1	95	22	97	95	10	15	-27	0.3
23	COc1ccc(S(=O)(=O)NC(CC(=O)NC2CCCC2)c2ccco2)cc1 (stereo unspecified)	8	2	2	89	21	95	92	53	6	-31	0.4
24	COc1ccc(C(=O)NCC(=O)OCC(=O)NC2CCCC2)cc1	-11	0	1	97	10	103	104	13	-1	9	0.3
25	CCOc1ncccc1C(=O)N1CCN(S(=O)(=O)c2ccc(Br)cc2Cl)CC1	3	-1	2	?	11	101	101	13	7	-15	1.3
26	CCOC(=O)c1c(C)[nH]c(C)c1C(=O)CSc1nnnn1-c1ccccc1	.	0	7	99	9	102	98	53	-3	-4	0.7
27	C=CCc1cccc(C=Nc2cc(Br)ccc2O)c1O	-34	-4	-1	102	5	104	104	10	17	-8	-0.2
28	Cc1cccc(C)c1OCc1n[nH]c(=S)n1-c1ccccc1	5	-2	0	105	9	98	102	12	27	-38	-0.3
29	CCCCN(CC)CCNC(=O)c1[nH]c(C)c(C(C)=O)c1C	.	-4	4	104	25	101	103	28	3	-4	1.1
30	Cc1ccc(NC(=O)c2ccc(Cn3cc(Br)cn3)o2)cc1	.	-3	6	98	3	96	93	14	-4	-3	0.8
31	Cc1onc(-c2c(F)cccc2Cl)c1C(=O)OCC(=O)NC(N)=O	.	0	4	100	11	104	102	13	-1	2	0.3
32	CCC(NC(=O)COc1ccc([N+](=O)[O-])cc1)c1ccccc1 (stereo unspecified)	.	-1	6	101	8	104	100	8	5	-13	0.5
33	S=c1[nH]nc(CN2CCCC2)n1Cc1ccccc1	12	-2	-7	95	5	72	98	16	3	-39	-4.2
34	OCCn1c(CSc2nc3ccccc3n2CCO)nc2ccccc21	.	0	2	100	32	103	104	14	6	-45	0.7
35	COc1ccc(Nc2nnc(-c3ccccc3)c3ccccc23)cc1C(=O)N1CCCCC1	.	-15	11	102	6	101	104	17	-1	-50	0.8
36	O=C(NCCc1ccc(Cl)cc1)C1CCC(=O)N1Cc1ccc(F)cc1 (stereo unspecified)	.	0	-2	101	6	101	105	24	-7	-6	-2.2
37	CCOc1ccc(NC(=O)C2Cc3ccccc3CN2S(=O)(=O)CC)cc1 (stereo unspecified)	7	1	3	101	12	103	98	13	4	-24	0.6
38	Cc1ccc([N+](=O)[O-])cc1NC(=O)C[n+]1ccccc1	4	0	1	97	21	98	98	11	6	-16	0.4
39	O=[N+]([O-])c1cccc(/C=C/c2nc(C=Nc3ccc4ccccc4c3)c(O)o2)c1	3	2	2	96	17	101	95	21	81*	66*	3.3
40	O=C(NC1CCCCC1)C(c1ccc(F)cc1)N(Cc1ccco1)C(=O)Cn1nnc2ccccc21 (stereo unspecified)	12	5	11	109	8	103	105	12	13	-9	2.1

Profiles, quoted from the list.
Shown for O=[N+]([O-])c1cccc(/C=C/c2nc(C=Nc3ccc4ccccc4c3)c(O)o2)c1 : Pf gamet viab: 3; Bim-Mcl-1: 2; ABCG2 inh: 2; RGS7-Gao: 96; Avidin bead fluor: 17; RGS8-Gao reg: 101; RGS4-Gao reg: 95; GSH fluor: 21; Mcl1 Noxa PPI: 81*; Mcl1 Bid PPI: 66*; ABCB1 inh: 3.3
Shown for O=C(NC1CCCCC1)C(c1ccc(F)cc1)N(Cc1ccco1)C(=O)Cn1nnc2ccccc21 (stereo unspecified) : Pf gamet viab: 12; Bim-Mcl-1: 5; ABCG2 inh: 11; RGS7-Gao: 109; Avidin bead fluor: 8; RGS8-Gao reg: 103; RGS4-Gao reg: 105; GSH fluor: 12; Mcl1 Noxa PPI: 13; Mcl1 Bid PPI: -9; ABCB1 inh: 2.1
Shown for OCCn1c(CSc2nc3ccccc3n2CCO)nc2ccccc21 : Pf gamet viab: .; Bim-Mcl-1: 0; ABCG2 inh: 2; RGS7-Gao: 100; Avidin bead fluor: 32; RGS8-Gao reg: 103; RGS4-Gao reg: 104; GSH fluor: 14; Mcl1 Noxa PPI: 6; Mcl1 Bid PPI: -45; ABCB1 inh: 0.7

(more compounds)
entry	compound	Pf gamet viab	Bim-Mcl-1	ABCG2 inh	RGS7-Gao	Avidin bead fluor	RGS8-Gao reg	RGS4-Gao reg	GSH fluor	Mcl1 Noxa PPI	Mcl1 Bid PPI	ABCB1 inh
41	CC(C)CNC(=O)COC(=O)CCC(=O)c1ccc(Cl)cc1	12	3	0	99	7	96	96	12	-3	5	0.9
42	CCCc1nc2oc3ccccc3c(=O)c2c(=O)n1-c1ccc(C)cc1	-5	.	.	?	7	101	99	.	2	7	.
43	O=C(Oc1ccc2ccccc2c1Cl)N1CCCC1	5	-2	2	93	8	98	95	18	6	45	0.6
44	CC(C)(C)OC(=O)NCCCC[C@H](NC(=O)c1nc[nH]c1C(=O)N[C@@H](CCCCNC(=O)OC(C)(C)C)C(=O)OC(C)(C)C)C(=O)OC(C)(C)C	12	.	.	?	8	102	108	.	-116	-62	.
45	O=C(N/N=C/c1cc2c(cc1[N+](=O)[O-])OCO2)c1cccnc1	6	.	.	?	14	99	96	.	-3	-4	.
46	COc1ccc(C(=O)Oc2ccc(/C=N/NC(=O)c3ccccc3OC)cc2[N+](=O)[O-])cc1	-10	-2	1	115	28	98	101	15	37	31	0.2
47	Cc1ccc(OCC(=O)N(Cc2ccc(N(C)C)cc2)C2CCS(=O)(=O)C2)cc1C (stereo unspecified)	11	.	.	?	2	101	105	.	7	-20	.
48	COc1ccc(-n2c(C)cc(/C=C3/SC(=O)N(CC(=O)N4CCOCC4)C3=O)c2C)cc1	-2	-3	7	96	1	97	92	9	9	-11	3.9
49	CCc1c(C)sc(NC(=S)Nc2nc(C)cc(C)n2)c1C(=O)OC	-3	0	4	92	10	97	96	10	22	-7	0.4
50	O=C1CNC(=O)/C1=C\c1ccc(O)cc1	-2	0	-2	97	15	100	104	18	9	-70	-0.2
51	Cc1noc(NS(=O)(=O)c2ccc(NC(=O)COc3ccc(Cl)cc3Cl)cc2)c1C	.	-3	0	102	15	108	105	25	21	-80	-0.2
52	O=C(CO/N=C/c1ccc(Cl)cc1Cl)NNC(=O)c1cccc(Cl)c1	-3	.	.	?	7	99	99	.	-8	-18	.
53	COc1cc(C(=S)N2CCOCC2)cc(OC)c1OC	8	.	.	?	7	97	98	.	-2	-57	.
54	CC1CCCC(NC(=O)C2CCC(CNc3c(N4CCCC4)c(=O)c3=O)CC2)C1C (stereo unspecified)	6	.	.	?	6	93	92	.	-5	-39	.
55	CC(=O)N(Cc1cccnc1)Cc1cc2ccc(C)cc2[nH]c1=O	.	1	1	102	7	102	100	5	23	-6	0.2
